High-throughput results from PubChem.
Peg3 promoter = reduces Peg3 promoter-driven luciferase expression in HeLa. hit rate 1.7% among 360,000. AID 588405. inhibition, % at 20 µM. HeLa PEG-Prom luciferase reporter, luminescence, overnight;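 active = inhibition of at least 50% at 20 µM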
TRAIL sens C8 = sensitizes caspase-8 expressing cells to TRAIL. NB7+C8 cells + TRAIL, ATPlite viability luminescence. inhibition (viability loss, TRAIL sensitization), % at 10 µM. hit rate 1% among 360,000;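 active = compounds causing at least 50% loss of cell viability in the single-dose screen, relative to plate controls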
NR2E3 ag-1 = activates human photoreceptor nuclear receptor NR2E3. Q9Y5X4. GST-NR2E3/biotin-RetCOR TR-FRET, 1536-well. inhibition of corepressor binding, % at 4.78 µM. hit rate 0.12% among 320,000. AID 2300;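 active = percent inhibition above the cutoff of mean plus 3 SD of all tested compounds, set per screening campaign, cut at about 20% in these data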;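 note: 0% = DMSO wells and 100% = biotin wells as full block of FRET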
Target sequence (Q9Y5X4 whole entry, looked up): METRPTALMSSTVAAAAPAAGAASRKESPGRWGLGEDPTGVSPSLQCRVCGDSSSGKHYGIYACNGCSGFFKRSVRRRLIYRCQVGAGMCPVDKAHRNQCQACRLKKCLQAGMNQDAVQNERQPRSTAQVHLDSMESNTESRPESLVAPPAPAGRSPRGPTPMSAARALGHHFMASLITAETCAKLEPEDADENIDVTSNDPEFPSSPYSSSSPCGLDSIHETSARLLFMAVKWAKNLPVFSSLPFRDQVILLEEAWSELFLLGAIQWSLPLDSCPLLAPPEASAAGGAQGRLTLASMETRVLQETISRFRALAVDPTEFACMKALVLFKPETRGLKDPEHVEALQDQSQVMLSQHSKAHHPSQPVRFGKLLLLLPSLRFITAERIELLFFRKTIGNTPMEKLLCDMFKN
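System: GST-NR2E3 and biotin-RetCOR proteins; probe or stimulus: 7 nM biotin-RetCOR; doses: compound at 4.8 µM, single dose; schedule: Compound–protein incubation for 5 h at 4 °C; detection: time-resolved FRET; read-out: percent inhibition; controls: biotin wells as high control, 0.6% DMSO wells as low control; format: 1536-well plates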
KKLEB cytotox = reduces viability of KKLEB cystic fibrosis airway cells; KKLEB CF airway cells viability, ATPlite luminescence, overnight; active compounds read low; cells stimulated with P. aeruginosa culture filtrate; activity change (cytotoxicity), % at 5 µM; hit rate 0.36% among 360,000;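 active = corrected activity change at or below -50% at 5 µM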
HIF-2a block = inhibitors of HIF-2a; 786-0 RCC cells HIF-2a reporter, luciferase luminescence, overnight; inhibition, % at 18.8 µM; hit rate 0.72% among 360,000;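 active = inhibition of the luminescence signal of 40% or more relative to plate controls, in a single-dose primary screen at 18.75 µM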
LMP1 NFkB inh = Epstein-Barr LMP1 NF-kappaB reporter inhibition; LMP1-induced NF-kappaB luciferase reporter cells, luminescence; inhibition, % at 12.5 µM; hit rate 0.69% among 350,000; in the data active = inhibition above about 41%;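 note: 0% = neutral control wells and 100% = reference inhibitor control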
CF NFkB block = cystic fibrosis NF-kB activation inhibition | KKLEB NF-kB-GFP reporter, PAF-induced, GFP fluorescence overnight | inhibition, % at 5 µM | hit rate 0.86% among 360,000 | AID 588850;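 active = at least 50% inhibition at 5 µM, scaled per plate between neutral and stimulator controls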;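 note: PAF is a Pseudomonas aeruginosa culture filtrate used as stimulus; plate controls were PAF-stimulated DMSO wells for no effect and unstimulated DMSO wells for full effect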
Shn3 3UTR inh = reduces Shn3 3'UTR luciferase signal in osteoblasts. Clone20 osteoblast Shn3 3'UTR firefly luciferase, 24 h. inhibition, % at 12.5 µM. hit rate 0.52% among 360,000;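 active = mean inhibition of at least 75% with every replicate also reaching 75%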;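 note: 0% = median of neutral control wells and 100% = pilot-screen positive control compound; some compounds past the cut are filed as inactive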
TRPM1 prom inh = inhibitors of MITF-driven TRPM1 promoter in melanoma cells; hit rate 0.83% among 330,000; AID 488899; SK-MEL-5 TRPM1 promoter luciferase, 24 h; inhibition, % at 12.5 µM;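 active = mean inhibition across replicates of 60% or more, whatever share of single replicates reaches that level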; note: values of inactives mirror those of a sister screen read the other way
iPSC survival up = enhancers of human iPSC single-cell survival; hiPSC single-cell survival, ATPlite luminescence; 100% = ROCK inhibitor wells, 0% = DMSO; survival enhancement, % at 20 µM; hit rate 0.044% among 360,000; AID 602274; in the data active = survival enhancement above about 18%;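 note: cells exposed to compounds for 16 hours before the ATP read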
NR2E3 ag-2 = agonists of human NR2E3 nuclear receptor | inhibition of corepressor binding, % at 3.98 µM | Q9Y5X4 | CHO-S Gal4-NCOR/VP16-NR2E3 two-hybrid, luciferase | hit rate 0.35% among 360,000 | AID 602229;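 active = inhibition above the mean of all tested compounds plus 3 SD, cut at about 70% in these data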;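 note: 0% = DMSO with NR2E3 transfected cells and 100% = cells lacking NR2E3 construct; higher means lower luciferase signal from less NR2E3 corepressor binding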
* marks the source's active call; other numbers are inactive results; · = no result given; & = joins results of further samples.

SMILES	Peg3 promoter	TRAIL sens C8	NR2E3 ag-1	KKLEB cytotox	HIF-2a block	LMP1 NFkB inh	CF NFkB block	Shn3 3UTR inh	TRPM1 prom inh	iPSC survival up	NR2E3 ag-2
O=[N+]([O-])c1ccccc1CCl	4.8	2.5	3.7	-0.6	-11.6	1.6	-1.8	-13.7	13.6	2.5	4.9
c1ccc2c(CN3CCCCCC3)c[nH]c2c1	-4.4	-18.4	-0.3	16.6	2.4	1.5	6.1	15.5	-17.8	-1.0	-12.0
O=C(NC(Cc1ccccc1)C(=O)N1CCC2(CC1)OCCO2)C1CCCCC1 (stereo unspecified)	6.0	-8.4	1.9	-3.9	17.0	3.7	19.0	-52.1	-2.6	-1.7	-7.0
CC12CCC(=O)CC1CCC1C2C(=O)CC2(C)C1CCC2(C)O (stereo unspecified)	-2.5	-8.5	·	-15.7	2.6	-3.2	9.1	-6.1	-4.7	-1.9	-0.7
CCC(=O)c1cc(F)c(N2CCN(CC)CC2)cc1C	-17.8	19.4	2.5	4.4	-36.2	0.1	-2.4	-9.3	-6.1	5.0	6.3
Cc1ccc2c(c1)N(C(C)C(=O)N1CCC3(CC1)OCCO3)C(=O)CO2 (stereo unspecified)	1.7	3.6	-0.9	2.7	5.0	-2.4	9.9	-9.0	3.6	0.1	-2.0
COC(=O)[C@@H]1[C@@H](C(=O)OC)C2(c3ccccc3-c3ccccc32)N(c2ccc(Cl)cc2)N1C#N	106.9*	91.7*	0.4	-74.8*	93.6*	29.8	92.2*	79.2	93.0*	-2.9	33.7
CCCCn1c(O)c(C(CC)=NCc2ccco2)c(=O)[nH]c1=O	14.6	19.2	7.5	-8.3	7.3	5.9	-9.4	16.0	2.9	-0.7	15.9
O=C(NCCN1CCOCC1)c1ccc(Cl)nc1Cl	6.7	-5.3	-0.6	6.0	15.2	-1.0	-23.3	4.2	4.1	2.8	19.8
CC(=O)CC(c1ccc2c(c1)OCO2)c1c(O)c2ccccc2oc1=O (stereo unspecified)	-7.4	-0.8	·	-8.4	4.4	-3.4	15.0	-4.1	·	-1.3	-14.6
Oc1ccc(CCNCc2cc3c(cc2Br)OCO3)cc1	-0.3	-4.2	·	-6.6	8.6	1.8	-52.8	7.6	·	0.8	7.5
Cc1ccccc1N1C(=O)NC(=O)/C(=C/c2ccc(N3CCOCC3)o2)C1=O	-4.5	3.1	2.0	-0.4	0.3	4.7	-10.5	-10.0	-1.6	-0.7	21.8
CC12CN3CC(C)(CN(C1)C3c1cccs1)C2=O (stereo unspecified)	-19.9	6.3	-5.6	5.7	13.4	-1.8	7.1	2.7	-1.4	-0.3	-15.7
CCOC(=O)C1=C(N)Oc2cc(C)oc(=O)c2C12C(=O)N1c3c(cccc32)C(C)CC1(C)C (stereo unspecified)	17.3	7.1	-3.0	-23.5	-3.4	-2.7	12.2	-4.4	0.2	3.4	-3.4
C[C@H]1CC2C3CC=C4C[C@@H](O)CC[C@]4(C)C3CC[C@]2(C)[C@H]1O (stereo partly specified)	26.3	-2.5	·	-18.3	4.0	-1.7	8.0	5.5	5.8	-1.2	7.2
CC(C)N(Cc1ccco1)/N=C/c1c(O)n(Cc2ccccc2)c(=O)[nH]c1=O	15.2	18.1	1.6	-6.0	21.0	9.5	7.7	-10.4	11.4	-0.2	-9.6
C[N+]1(C)[C@@H]2CC[C@H]1CC(OC(=O)C(c1ccccc1)c1ccccc1)C2 (stereo partly specified)	12.2	-14.9	-0.8	1.0	12.3	-2.0	-2.3	-12.1	1.4	-0.5	-25.0
C[N+]1(C)C2CCC1CC(OC(=O)c1ccccc1)C2 (stereo unspecified)	3.1	3.9	-2.5	0.4	7.6	-1.4	-7.8	-16.5	6.8	0.5	2.1
OCC1OC(n2cnc3cc(Cl)c(Cl)cc32)C(O)C1O (stereo unspecified)	7.9	7.3	·	-11.3	6.8	·	28.5	-1.7	·	-0.6	31.7
Cc1cc(=O)oc2cc(OCC(=O)N3CCN(Cc4ccc5c(c4)OCO5)CC3)ccc12	-8.1	5.2	1.6	23.6	8.6	-0.3	-15.1	11.4	-2.4	-0.2	-6.2
O=C1NC(=O)C(CCc2ccncc2)(C2CCCCC2)C(=O)N1	10.3	-12.1	4.1	5.7	17.2	-223.7	-20.0	10.9	14.1	0.8	-33.2
c1ccc2nc(N3CCNCC3)ccc2c1	-6.3&-15.3	10.0&-3.2	4.1	-4.5&4.6	-6.5&-22.5	-0.6&-15.6	6.7&-3.2	-11.0&14.5	-8.5&-10.2	0.2&-0.2	-13.2&-21.3
C=CCN1CC[C@]23c4c5ccc(O)c4OC2C(O)C=CC3[C@H]1C5 (stereo partly specified)	-8.0	-1.8	·	-4.8	2.4	-5.2	11.2	3.3	1.0	-1.1	-3.3
CN(N)N=Nc1nc2c([nH]1)c(=O)n(C)c(=O)n2C	3.6	-0.5	-3.6	1.6	8.3	-3.6	5.2	0.4	-3.4	0.2	-15.9
Brc1cccc(CNCCc2ccc3c(c2)OCO3)c1	-42.2	-0.1	6.7	1.1	-4.4	12.3	-11.7	12.7	-1.5	-0.3	3.6
CCN1C(=O)C(=C/C=C/c2ccco2)C(=O)N(CC)C1=S	12.9	1.2	-0.8	6.2	17.7	6.1	-3.5	-2.8	0.9	-4.4	-14.4
CC1([N+](=O)[O-])COP(=O)(NC2CCCC2)OC1 (stereo unspecified)	6.7	-0.1	·	-3.8	2.0	0.1	5.2	-1.0	4.7	-0.6	-20.1
Clc1ccc(C(c2ccc(Cl)cc2)n2cc[n+](CC(OCc3ccc(Cl)cc3Cl)c3ccc(Cl)cc3Cl)c2)cc1 (stereo unspecified)	101.7*	94.5*	1.0	8.4	97.1*	0.2	55.7*	87.2*	102.7*	-5.0	-6.7
CN(C)C(=O)Oc1noc2cc(Cl)ccc12	-5.0	11.0	-4.3	-6.3	-11.9	-1.0	2.4	-5.1	-9.1	0.0	-8.8
Cc1cc(C)cc(OCCOc2cccc(C=C3C(=O)NC(=O)NC3=O)c2)c1	-66.2	-8.2	0.8	2.3	-78.0	-9.1	-13.4	-31.4	-15.3	1.1	-55.3
C=C1C(=O)O[C@@H]2C[C@@H](C)[C@@H]3C=CC(=O)[C@@]3(C)[C@@H](O)[C@H]12	92.2*	77.2*	8.1	-60.5*	96.7*	94.2*	88.5*	98.7*	105.8*	81.5*	99.5*
Cc1ncc(CN2CCCC(C(=O)c3ccc(C(C)(C)C)cc3)C2)s1 (stereo unspecified)	-77.3	15.1	2.2	-6.1	-83.1	-25.4	0.5	63.2	5.0	0.9	-1.8
CCOCCCn1c(N)c(C(=O)Nc2sc3c(c2C(=O)OC)CCCC3)c2nc3ccccc3nc21	9.9	24.1	-3.5	-17.0	-25.1	-10.2	24.6	-1.2	-9.3	-1.9	16.6
Cc1ccc(CN2CCN(Cc3ccccc3F)CC2)cc1	5.9	1.5	-1.0	-1.5	15.5	2.5	-9.3	9.6	5.5	-2.0	17.1
Cc1cc(N2CCCCC2)ccc1C=C1C(=O)N(C)C(=S)N(C)C1=O	-20.2	3.8	5.5	0.1	10.5	9.6	-3.3	16.4	4.7	2.5	-41.4
CCCNC(=O)c1c(N)n(Cc2ccc3c(c2)OCO3)c2nc3ccccc3nc12	41.4	-0.5	-3.2	-64.5*	11.2	-3.6	51.0*	9.2	-1.4	-1.7	-6.4
Cc1nonc1OCCNc1ccc([N+](=O)[O-])c2cccnc12	-18.7	4.2	-3.6	-26.7	-6.0	-4.5	-16.1	-7.0	-2.3	-0.7	-20.8
Cc1cc(OC(=O)N(C)C)nc(SCc2c(Cl)cccc2Cl)n1	24.6	3.8	3.6	-6.6	28.4	-4.6	0.3	0.8	3.5	0.0	-1.1
COc1ccc(C(c2nnnn2Cc2ccccc2)N2CCC(n3c(=O)[nH]c4ccccc43)CC2)cc1 (stereo unspecified)	73.6*	-4.9	·	-95.7*	-24.9	·	84.8*	-11.5	·	0.1	9.3
Cc1ccccc1N1C(=O)CC(=O)NC1=O	-6.6	3.9	1.0	14.2	10.4	-0.9	-5.0	-33.2	9.8	7.4	-7.2
CCN1C[C@@]2(COC)C3[C@@H](OC)[C@H]4[C@@H]1[C@@]3(C1C[C@H]3[C@H](OC(C)=O)C1[C@]4(OC(C)=O)C[C@H]3OC)[C@@H](OC)C[C@H]2OC(C)=O (stereo partly specified)	8.6	-0.4	3.8	1.3	6.0	·	-7.3	13.3	·	-2.6	1.8
CCOC(=O)C1=C(C)OC(N)=C(C(=O)OCC)C12C(=O)Nc1ccc(Br)cc12 (stereo unspecified)	14.9	-4.2	4.7	-2.5	16.1	-4.8	-1.2	-10.8	13.7	-2.5	-20.6
CC1(C)C(=O)CC[C@@]2(C)C1=CCC1C2CC[C@]2(C)C(=O)CCC12 (stereo partly specified)	-7.2	7.8	·	-1.9	4.9	1.0	20.2	65.7	-5.4	5.0	16.0
CNC(=O)Oc1ccc2c(c1)C(=O)c1ccccc1CO2	-87.2	3.7	1.1	16.8	-102.8	-3.9	-8.8	2.3	-18.4	0.2	-44.7
COC(=O)C1=C(c2ccc(F)cc2F)C[C@@H]2CC[C@H]1N2C(=O)NC1Cc2ccccc2C1	-19.9	15.9	0.0	-6.8	-32.1	-3.0	6.4	28.7	0.7	1.0	-4.3
Cc1cc(N(CCCl)CCCl)ccc1/C=N/N=C(\N)c1cnccn1	-135.7	5.6	-0.1	-31.1	-193.1	31.3	21.9	-49.8	-29.4	-0.5	-73.5
COc1cccc(-c2sc3ccccc3c2-c2ccc(OCCN3CCOCC3)cc2)c1	25.6	19.4	·	-26.2	19.4	-1.0	29.7	26.9	-11.0	-1.1	-20.1
CCCc1nnc(NC(=O)CCC(=O)N2CCC3(CC2)OCCO3)s1	5.3	8.2	-1.0	-1.0	17.9	3.8	3.8	32.3	8.5	-0.2	-26.4
COC(=O)C1=C(c2cc3ccccc3s2)C[C@@H]2CC[C@H]1N2C(=O)NCCS(C)=O (stereo partly specified)	-0.9	-1.2	4.1	-6.8	9.6	-9.2	17.7	11.2	-2.9	-0.9	5.1

Single records, from the list above:
COC(=O)C1=C(c2cc3ccccc3s2)C[C@@H]2CC[C@H]1N2C(=O)NCCS(C)=O (stereo partly specified) is listed with Peg3 promoter: -0.9; TRAIL sens C8: -1.2; NR2E3 ag-1: 4.1; KKLEB cytotox: -6.8; HIF-2a block: 9.6; LMP1 NFkB inh: -9.2; CF NFkB block: 17.7; Shn3 3UTR inh: 11.2; TRPM1 prom inh: -2.9; iPSC survival up: -0.9; NR2E3 ag-2: 5.1
COc1cccc(-c2sc3ccccc3c2-c2ccc(OCCN3CCOCC3)cc2)c1 is listed with Peg3 promoter: 25.6; TRAIL sens C8: 19.4; NR2E3 ag-1: ·; KKLEB cytotox: -26.2; HIF-2a block: 19.4; LMP1 NFkB inh: -1.0; CF NFkB block: 29.7; Shn3 3UTR inh: 26.9; TRPM1 prom inh: -11.0; iPSC survival up: -1.1; NR2E3 ag-2: -20.1

Some of the compounds tested; rates above refer to the full screens.
